TLR9-MyD88 block: blocks human TLR9 binding to MyD88; CHO BLA complementation TLR9-MyD88, CCF4 FRET ratio; inhibition, % at 4.98 µM; hit rate 0.21% among 340,000;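 active = inhibition above the mean over all tested compounds plus 3 SD, cut at about 21% in these data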;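 also: 0% = DMSO only wells and 100% = clavulanate BLA inhibitor control wells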
NCOA3 inh: inhibitors of human steroid receptor coactivator 3 (SRC3) | Q9Y6Q9 | HEK293 GAL4-SRC3 luciferase reporter, luminescence | inhibition, % at 3.6 µM | hit rate 0.17% among 360,000;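 active = inhibition above a per-campaign cutoff, the mean of all compounds plus 3 SD, cut at about 60% in these data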;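 also: 0% = DMSO-treated cells and 100% = gossypol-treated cells at 36 µM; higher means less SRC3-driven luciferase light from the GAL4 reporter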
SRC1 inh: inhibits human SRC1 coactivator. inhibition, % at 3.6 µM. HEK293 GAL4-SRC1 luciferase reporter, luminescence. Q15788. hit rate 0.12% among 360,000;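 active = inhibition above the campaign mean plus 3 SD, with each screening campaign given its own cutoff, cut at about 60% in these data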;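 also: 0% = DMSO treated cells and 100% = gossypol at 36 µM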
COUP-TFII inh: inhibitors of human COUP-TFII (NR2F2); AID 686940; HEK293T NGFI-A luciferase reporter, luminescence; hit rate 0.7% among 370,000; P24468; inhibition, % at 8.6 µM;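 active = inhibition above a per-plate cutoff, mean inhibition of test wells between control levels plus 3 SD, cut at about 38% in these data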;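 also: cells cotransfected with COUP-TFII expression vector driving the NGFI-A reporter; 0% = median of COUP-TF2 test wells and 100% = reporter-only cells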
Vif inh: inhibitors of HIV Vif; HEK293T cells, Vif self-association by quenched fluorescence, imaging, 24 h; inhibition, % at 7.49 µM; hit rate 0.35% among 340,000; in the data active = inhibition above about 50%, passing the limit was not always enough; also: some results filed as inactive read as strong as hits
TRAIL sens C8: sensitizes caspase-8 expressing cells to TRAIL | inhibition (viability loss, TRAIL sensitization), % at 10 µM | hit rate 1% among 360,000 | NB7+C8 cells + TRAIL, ATPlite viability luminescence;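 active = compounds causing at least 50% loss of cell viability in the single-dose screen, relative to plate controls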
EBV LMP1 NFkB: reduces LMP1-driven NF-kappaB luciferase signal; LMP1-induced NF-kappaB luciferase reporter cells, luminescence; inhibition, % at 12.5 µM; hit rate 0.69% among 350,000; in the data active = inhibition above about 41%;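 also: 0% = neutral control wells and 100% = reference inhibitor control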
NOD2 RIPK2 PPI: NOD2-RIPK2 protein interaction inhibition. CHO BLA complementation NOD2-RIPK2, CCF4 ratio. inhibition, % at 4.98 µM. hit rate 0.38% among 360,000. AID 624267; in the data active = inhibition above about 21%;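 also: 0% = vehicle only and 100% = reference blocker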
SRC2 inh: human SRC2 (NCOA2) inhibition | Q15596 | HEK293 GAL4-SRC2 luciferase reporter, luminescence | inhibition, % at 9 µM | hit rate 0.17% among 370,000;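 active = inhibition above the mean inhibition of all tested compounds plus 3 SD, set per campaign, cut at about 52% in these data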;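 also: 0% = DMSO treated cells and 100% = cells given Gossypol at 36 µM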
NR5A2 inv ag: inverse agonists of human LRH-1 (NR5A2) | O00482 | HEK293T StAR-luciferase reporter, LRH-1 transfected, 24 h | AID 602396 | inhibition, % at 3.6 µM | hit rate 0.13% among 360,000;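 active = inhibition above the mean inhibition of all tested compounds plus 3 SD, cut at about 73% in these data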;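 also: 0% = DMSO wells and 100% = reporter-only cells lacking LRH-1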
TROY NFkB inh: blocks TROY-dependent signaling in reporter cells; Q293 LMP1-TROYcd NF-kB luciferase reporter, 4 h; inhibition, % at 10 µM; hit rate 0.98% among 360,000;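 active = compounds whose plate-normalised and pattern-corrected inhibition of the luciferase reporter signal at the single screening dose is 50% or more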
The depositor's hits bear a star; · = no result given. An excerpt; count on the stated rates, not on these rows.

nr	Compound	TLR9-MyD88 block	NCOA3 inh	SRC1 inh	COUP-TFII inh	Vif inh	TRAIL sens C8
1	O=C1/C(=C/c2ccccc2Cl)N2CCC1CC2	5	9	-7	5	8	-5
2	O=C(Cc1ccccc1)OCCN1CCOCC1	-5	11	-11	5	9	-16
3	NC(Cc1ccc(Cl)cc1)c1csc(Nc2cnccn2)n1 (stereo not drawn)	·	18	7	3	-4	5
4	CS(=O)(=O)c1ccc(C2=C(CNC(=O)c3cccs3)[C@H]3CC[C@@H](C2)N3Cc2ccco2)cc1	0	-9	7	-16	5	6
5	CCC(=O)Nc1ccccc1	-11	20	4	-8	2	-8
6	O=C(O)C(O)(c1ccccc1)C1CCCC1 (stereo not drawn)	9	11	2	2	-3	-11
7	CNCC(=O)c1ccccc1	·	13	-4	·	-21	-3
8	COC(=O)C1=C(c2ccc(OC)c(OC)c2)C[C@@H]2CC[C@H]1N2C(=O)NCCO	3	-6	-17	-5	-1	-6
9	C=C1C/C(=C/C)C(=O)O[C@@H]2CCN3CC=C(COC(=O)[C@]1(C)O)[C@H]23	2	·	·	-4	3	13
10	O=C(CF)N(O)c1ccc(C=Cc2ccccc2)cc1	15	-53	-76	-46	-6	29
11	O=c1[nH]c(=O)n(-c2ccccc2)c(O)c1/C=C/C=Nc1ccccc1	3	-7	-5	5	-9	7
12	O=c1[nH]c(CN2CC=C(c3ccccc3)CC2)nc2scc(-c3cccs3)c12	0	2	-11	20	2	-10

nr	EBV LMP1 NFkB	NOD2 RIPK2 PPI	SRC2 inh	NR5A2 inv ag	TROY NFkB inh
1	1	2	8	22	-21
2	-6	-1	-25	-12	4
3	·	5	-44	-10	1
4	-1	-5	10	-20	11
5	-7	-5	-4	-17	5
6	-15	9	11	-20	-15
7	·	0	·	14	10
8	-6	0	9	4	10
9	-2	·	13	·	-5
10	88*	3	-3	-6	25
11	4	-7	1	17	-12
12	-3	-4	5	8	11

Of the compounds above, these contain a halogen.
nr	Compound	TLR9-MyD88 block	NCOA3 inh	SRC1 inh	COUP-TFII inh	Vif inh	TRAIL sens C8
1	O=C1/C(=C/c2ccccc2Cl)N2CCC1CC2	5	9	-7	5	8	-5
3	NC(Cc1ccc(Cl)cc1)c1csc(Nc2cnccn2)n1 (stereo not drawn)	·	18	7	3	-4	5
10	O=C(CF)N(O)c1ccc(C=Cc2ccccc2)cc1	15	-53	-76	-46	-6	29

nr	EBV LMP1 NFkB	NOD2 RIPK2 PPI	SRC2 inh	NR5A2 inv ag	TROY NFkB inh
1	1	2	8	22	-21
3	·	5	-44	-10	1
10	88*	3	-3	-6	25

Compound profiles, as listed above:
Profile of `NC(Cc1ccc(Cl)cc1)c1csc(Nc2cnccn2)n1` (stereo not drawn) → TLR9-MyD88 block = ·; NCOA3 inh = 18; SRC1 inh = 7; COUP-TFII inh = 3; Vif inh = -4; TRAIL sens C8 = 5; EBV LMP1 NFkB = ·; NOD2 RIPK2 PPI = 5; SRC2 inh = -44; NR5A2 inv ag = -10; TROY NFkB inh = 1
Profile of `CCC(=O)Nc1ccccc1` → TLR9-MyD88 block = -11; NCOA3 inh = 20; SRC1 inh = 4; COUP-TFII inh = -8; Vif inh = 2; TRAIL sens C8 = -8; EBV LMP1 NFkB = -7; NOD2 RIPK2 PPI = -5; SRC2 inh = -4; NR5A2 inv ag = -17; TROY NFkB inh = 5

(cont.)
nr	Compound	TLR9-MyD88 block	NCOA3 inh	SRC1 inh	COUP-TFII inh	Vif inh	TRAIL sens C8
13	O=c1[nH]c2ccccc2n1C1CCN(CCCC(c2ccc(F)cc2)c2ccc(F)cc2)CC1	-3	16	4	24	24	20
14	O=[N+]([O-])c1oc2ccc3ccccc3c2c1CCO	-2	-9	-15	-14	-9	-5
15	COc1ccccc1OCC#CCN1CCCCCC1	-2	12	-2	17	-3	3
16	NC(=O)c1cc(N2CC2)c([N+](=O)[O-])cc1[N+](=O)[O-]	-7	4	-20	7	78*	6
17	COC(=O)C1=C(c2cccc(OC)c2OC)C[C@@H]2CC[C@H]1N2C(=O)NC1CC1	-3	8	-6	17	0	11
18	CCCOC(=O)C1C2CCC(O2)C1C(=O)O (stereo not drawn)	-9	-9	0	-12	-5	-6
19	Cc1c(C(=O)C(=O)N2CCOCC2)c2ccccc2n1Cc1ccccc1	-1	-10	14	11	-7	-12
20	Clc1ccc(OCC#CCN2CCCC2)cc1	-13	-15	-15	-8	3	-4
21	CC1CC2CC(=O)CCC2(C)C2CCC3(C)C(O)CCC3C12 (stereo not drawn)	9	8	5	-7	0	7
22	CC(C)C(O)(C(=O)OCC1=CCN2CCC(O)C12)C(C)O (stereo not drawn)	·	-20	10	6	-11	-7
23	Cc1nc2ccccn2c1P(=S)(c1ccccc1)c1ccccc1	·	-13	8	-7	-20	10
24	Cn1cc([N+](=O)[O-])c(C(=O)Nc2ccc3c(C(F)(F)F)cc(=O)oc3c2)n1	-3	2	-38	9	12	11

nr	EBV LMP1 NFkB	NOD2 RIPK2 PPI	SRC2 inh	NR5A2 inv ag	TROY NFkB inh
13	-5	8	0	-16	27
14	0	4	0	38	-13
15	-3	5	5	8	-20
16	-6	-13	-31	4	-12
17	-2	-1	-1	3	5
18	5	7	-10	-20	-17
19	0	10	2	-4	-6
20	0	-10	-65	-7	24
21	1	-7	9	-9	-1
22	·	5	-14	5	2
23	·	7	11	6	-1
24	3	0	-2	-4	12

Further entries follow.
nr	Compound	TLR9-MyD88 block	NCOA3 inh	SRC1 inh	COUP-TFII inh	Vif inh	TRAIL sens C8
25	COC(=O)c1c(C)[nH]c(C(=O)C(Cc2ccccc2)N(C)C)c1C (stereo not drawn)	6	12	8	0	1	-13
26	C=CCn1c(O)c(C(CC)=Nc2ccccc2NC(C)=O)c(=O)[nH]c1=O	-5	4	-3	-7	-7	0
27	CC(=O)c1cn(CCCOc2ccccc2)c2ccccc12	-8	15	-14	45*	1	24
28	CCCC[N+]1(C)[C@@H]2CC(OC(=O)[C@H](CO)c3ccccc3)C[C@H]1[C@@H]1O[C@@H]12 (stereo partly drawn)	1	16	6	18	-1	7
29	O=C(O)C1CSC(c2cccnc2)N1 (stereo not drawn)	-7	-7	1	-15	·	-7
30	Fc1ccc2c(c1)nnn2C1CCN(Cc2nnnn2C2CCCCC2)CC1	3	2	-19	-8	1	5
31	COc1ccc(C2NCc3ccccc3-n3cccc32)cc1 (stereo not drawn)	6	13	6	2	18	-3
32	CN1CN=C(N[N+](=O)[O-])N(Cc2ccco2)C1	12	-8	7	1	-1	-13
33	Oc1ccc(O)c2c1C1(Cl)C(Cl)=C(Cl)C2(Cl)C1(Cl)Cl	-2	6	11	2	-5	6
34	Nc1c([N+](=O)[O-])cc(F)c(N2CCNCC2)c1Br	-9	-6	-26	4	-2	7
35	Cc1noc(C)c1COc1ccc(C(=O)NCC2(N(C)C)CCCCC2)cc1	10	-12	4	-12	14	-3
36	O=S(=O)(c1ccc(Cl)cc1)N1CCCC1c1cccnc1 (stereo not drawn)	8	19	-6	14	-3	4

nr	EBV LMP1 NFkB	NOD2 RIPK2 PPI	SRC2 inh	NR5A2 inv ag	TROY NFkB inh
25	-6	10	-61	14	-57
26	6	-3	-14	4	2
27	9	6	-2	8	10
28	-9	-3	-14	-7	0
29	8	-8	-11	7	-2
30	0	8	-24	-7	32
31	-8	-7	-18	-4	-6
32	-2	1	-35	-16	9
33	6	10	10	-14	52*
34	1	6	10	10	-24
35	-4	-3	-25	7	-6
36	1	12	-8	11	-24

(cont.)
nr	Compound	TLR9-MyD88 block	NCOA3 inh	SRC1 inh	COUP-TFII inh	Vif inh	TRAIL sens C8
37	CC(C)(C)P(=O)(c1ccncc1)N1CCCC1 (stereo not drawn)	1	0	3	-6	-4	-2
38	C#CC[N+]1(C)C2CCC1CC(O)C2 (stereo not drawn)	-9	16	-4	10	-10	-6
39	c1ccc2c(N3CCNCC3)cccc2c1	7	-40	-3	-6	-12	-9
40	COc1ccc(N2C(=O)C(=O)N(c3ccc(OC)cc3)P2(=O)N(CCCl)CCCl)cc1	-4	0	-9	-8	3	20
41	Cc1ccc(C(=O)N2CC2C)cc1 (stereo not drawn)	-9	-1	-1	-2	11	0
42	CSCCC(NC(=O)CCC(=O)OC1CC[C@H]2[C@@H]3CC[C@H]4CC(=O)CC[C@]4(C)[C@H]3CC[C@]12C)C(=O)O (stereo partly drawn)	1	-10	-11	9	-3	-18
43	CCOc1ccc(N=Cc2c(O)n(-c3cc(C)cc(C)c3)c(=O)[nH]c2=O)cc1	-4	-6	-8	6	21	15
44	CCOC(=O)C(O)(c1ccc(N)c(OC)c1)C(F)(F)F (stereo not drawn)	0	-11	-32	-3	-6	-2
45	CCOC(=O)CNC(=S)N1CC2C[C@@H](C1)Cn1c2cccc1=O	3	-2	2	7	-19	-1
46	Cc1cc(OCC(=O)N2C[C@H]3C[C@@H](C2)c2cccc(=O)n2C3)c2c(C)c(C)c(=O)oc2c1	0	10	-10	-1	2	-3
47	O=C1/C(=C/c2ccc3c(c2)OCO3)N2CCC1CC2	6	25	10	-6	-4	1

nr	EBV LMP1 NFkB	NOD2 RIPK2 PPI	SRC2 inh	NR5A2 inv ag	TROY NFkB inh
37	-4	-6	-2	-23	11
38	2	-4	-12	1	21
39	0	4	-16	7	7
40	5	-9	2	5	-4
41	1	15	9	14	-10
42	1	-10	-5	14	1
43	-14	-10	-6	-5	8
44	-3	-3	1	1	7
45	6	-4	-27	6	14
46	-16	2	-26	19	-13
47	-3	-3	-5	9	-18
